# Screens: PubChem, several laboratories
# GSK3A inh = human GSK-3 alpha kinase inhibition | ADP-Glo luminescence, 60 min | inhibition, % at 10 µM | AID 2650 | hit rate 0.1% among 320,000;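 in the data active means inhibition above about 50%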;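 further: GST-tagged GSK-3 alpha with peptide substrate and 25 µM ATP; 0% = DMSO neutral wells and 100% = GW8510 positive control wells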
# Target sequence (P49840 whole entry, looked up): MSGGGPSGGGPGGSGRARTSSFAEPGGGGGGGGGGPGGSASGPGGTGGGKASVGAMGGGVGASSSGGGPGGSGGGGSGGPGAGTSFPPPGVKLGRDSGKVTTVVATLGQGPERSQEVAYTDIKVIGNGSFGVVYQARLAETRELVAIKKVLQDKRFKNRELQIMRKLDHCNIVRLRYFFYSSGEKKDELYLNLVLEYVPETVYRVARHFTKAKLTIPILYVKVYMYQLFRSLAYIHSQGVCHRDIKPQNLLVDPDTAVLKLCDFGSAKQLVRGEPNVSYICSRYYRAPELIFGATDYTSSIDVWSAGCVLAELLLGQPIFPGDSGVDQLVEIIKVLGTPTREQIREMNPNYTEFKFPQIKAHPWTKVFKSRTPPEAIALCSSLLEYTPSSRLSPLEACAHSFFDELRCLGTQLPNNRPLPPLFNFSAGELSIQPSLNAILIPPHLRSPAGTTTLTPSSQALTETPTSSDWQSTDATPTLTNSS
# IEC-6 cytotox = IEC-6 cytotoxicity, counter-screen for KLF5 inhibitors; luminescence viability; AID 1825; inhibition, % at 5 µM; hit rate 0.78% among 290,000; in the data active means inhibition above about 22%;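 further: 0% = plate median of test compound wells and 100% = cytotoxic reference compound wells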
# DYRK1A inh = Dyrk1A (rat) kinase inhibition; ADP-Glo luminescence, NFATc1 peptide; inhibition, % at 12.5 µM; hit rate 0.43% among 310,000; AID 504441; in the data active means inhibition above about 50%;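 further: plate controls were vehicle with enzyme for no effect and no enzyme for full effect; many of its hits are not listed in these tables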
# aSyn UTR inh = 5' untranslated region of α-synuclein, MLPCN primary screen; alpha-synuclein 5'UTR reporter, inhibitor activity; inhibition, % (tested at 7.5 µM); hit rate 0.82% among 300,000; in the data active means inhibition above about 60%; inconclusive means no clear call, values can overlap the other calls;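 further: H4 neuroglioblastoma cells stably carrying SNCA 5'UTR luciferase fusion; 0% = DMSO wells and 100% = positive control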
# HSF1 inhib = HSF1 inhibition. NIH3T3-HGL HSE-luciferase, MG132-induced, luminescence 8 h; stronger effect = lower value. activity change, negative = inhibition, % at 7.5 µM (by protocol). hit rate 0.77% among 300,000;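 active means more than half of replicate wells show activity change below -50%, luminescence cut by over half; inconclusive means some wells, but at most half, below -50%; inactive means no replicate well below -50%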;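 further: luciferase reports HSF-1 transcriptional activity via heat shock element; 0% = median of DMSO wells and -100% = zero luminescence signal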
# HSP90 inh = HSP90 refolding inhibition in rabbit reticulocyte lysate. luciferase refolding luminescence, 3 h. inhibition, % at 5.6 µM. hit rate 0.91% among 290,000;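 active means inhibition above the screen-wide mean plus 3 SD, computed separately per campaign, cut at about 16% in these data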;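 further: 0% = DMSO wells and 100% = 60 µM geldanamycin wells; inhibitors lower the luminescence because luciferase stays unfolded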
# KLF5 inh = kruppel-like factor 5 inhibition; DLD-1 KLF5 promoter-luciferase reporter, luminescence; inhibition, % at 5 µM; hit rate 0.23% among 290,000; AID 1700;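 active means inhibition above a per-plate limit of that plate's mean compound inhibition plus 3 SD, cut at about 60% in these data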;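 further: 0% = DMSO wells and 100% = LY294002 at 200 µM; higher means less KLF5 promoter-driven luciferase light; inactives centre near -14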
# HSF1 activator = increases HSF-1 driven luciferase reporter signal. NIH3T3-HGL HSF-1 luciferase reporter, MG132, 8 h; 100% = twice DMSO control signal. activation, % at 9 µM. hit rate 1.7% among 300,000. AID 504408;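 active means mean replicate activation of at least 50% with a set share of replicates each reaching 50%; inconclusive means only one of those two conditions met; inactive means mean below 50% and too few replicates reaching it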;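 further: 0% = median of the neutral control wells and 100% = twice that signal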
# Platelet DG rel = platelet dense granule release activity | human platelet-rich plasma, SFLLRN dense granule ATP release, luminescence | inhibition, %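 (compounds screened at 7.5 µM in platelet-rich plasma)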 | hit rate 0.22% among 300,000;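 active means mean replicate score, as percent of positive control, at or above 50; inconclusive means mean below 50 but at least one replicate at or above 50; inactive means mean and every replicate below 50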
# GSK3beta inhib = inhibitors of human GSK3beta kinase; activity score (negative = inhibition), % at 10 µM; GST-GSK3beta kinase, ADP-Glo luminescence, 60 min; stronger effect = lower value; hit rate 0.038% among 300,000;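 active means more than half of replicate wells score below -50%, meaning over 50% inhibition versus plate controls; inconclusive means some replicates but at most half score below -50%; inactive means no replicate scores below -50%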;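 further: 0% = median DMSO wells and -100% = median GW8510 positive control wells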
# Target sequence (P49841 whole entry, looked up): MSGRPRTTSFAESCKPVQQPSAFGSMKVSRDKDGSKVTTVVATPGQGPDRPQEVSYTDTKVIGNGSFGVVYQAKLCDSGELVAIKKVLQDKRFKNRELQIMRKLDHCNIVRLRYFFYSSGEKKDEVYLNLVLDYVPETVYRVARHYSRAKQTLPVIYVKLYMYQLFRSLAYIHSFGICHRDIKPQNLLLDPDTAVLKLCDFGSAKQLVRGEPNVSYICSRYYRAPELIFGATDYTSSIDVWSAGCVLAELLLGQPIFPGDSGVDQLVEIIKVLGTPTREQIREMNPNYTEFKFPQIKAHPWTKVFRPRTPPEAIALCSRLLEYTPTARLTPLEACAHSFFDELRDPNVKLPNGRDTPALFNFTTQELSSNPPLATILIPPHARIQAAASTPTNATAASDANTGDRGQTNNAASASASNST
#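 Test system: GST-tagged human GSK3beta kinase, cell-free; evaluation: activity score scaled between in-plate DMSO and GW8510 controls; measured by: ADP-Glo luminescence; incubation: 60 min reaction, RT; benchmarks: DMSO and 20 µM GW8510; reagent: peptide substrate plus 25 µM ATP (final); medium: Tris/MgCl2 kinase buffer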
# An asterisk follows results filed as active; ? = inconclusive; . = no result given.
[1] O=[N+]([O-])c1ccc(N2CCc3ccccc3C2)cc1
[2] CC(=O)Nc1ccc(NS(=O)(=O)c2cc(Cl)sc2Cl)cc1
[3] COc1ccc(F)cc1COc1nc(C)nc2ccccc12
[4] CC(C)c1ccc(NC(=O)Cc2c(C(=O)O)n(C)c3ccccc23)cc1
[5] COc1cccc(OCC(=O)Nc2cc(Cl)ccc2Oc2ccccc2)c1
[6] CC(=O)N(C(C)=O)c1c(N2CCCC2)c2ccccc2oc1=O
[7] O=[N+]([O-])c1cccc(/C(=N/N=C/c2ccccc2Br)C23CN4CN(CN(C4)C2)C3)c1
[8] CC1=C(C(=O)OC(C)C)C(c2ccc(Br)s2)NC(=O)N1 (stereo not drawn)
[9] CC(C)CSc1ncc(-c2cccc(C(F)(F)F)c2)cn1
[10] COCc1nc2oc3ccccc3c(=O)c2cc1C(=O)OC

Compound	1	2	3	4	5	6	7	8	9	10
GSK3A inh	0	-1	1	-6	.	-2	1	-2	-3	1
IEC-6 cytotox	4	-3	9	-1	4	14	5	-1	-3	3
DYRK1A inh	3	0	1	-8	1	.	0	2	-8	4
aSyn UTR inh	-117	-3	4	7	21	-21	20	27	-53	-89
HSF1 inhib	71	-1	8	-3	6	-5	4	14	-3	1
HSP90 inh	5	3	1	-6	-3	5	0	0	2	-2
KLF5 inh	-45	-53	-18	-64	-36	7	-14	4	6	-85
HSF1 activator	73*	-9	3	3	6	9	-3	32	-8	8
Platelet DG rel	-5	.	-6	10	1	-62	15	-1	-6	8
GSK3beta inhib	0	-1	.	4	1	-4	4	7	2	4

# Entries from the list above that contain a carbonyl joined to an NH by a bond outside any ring:
[2] CC(=O)Nc1ccc(NS(=O)(=O)c2cc(Cl)sc2Cl)cc1
[4] CC(C)c1ccc(NC(=O)Cc2c(C(=O)O)n(C)c3ccccc23)cc1
[5] COc1cccc(OCC(=O)Nc2cc(Cl)ccc2Oc2ccccc2)c1

Compound	2	4	5
GSK3A inh	-1	-6	.
IEC-6 cytotox	-3	-1	4
DYRK1A inh	0	-8	1
aSyn UTR inh	-3	7	21
HSF1 inhib	-1	-3	6
HSP90 inh	3	-6	-3
KLF5 inh	-53	-64	-36
HSF1 activator	-9	3	6
Platelet DG rel	.	10	1
GSK3beta inhib	-1	4	1

# (listing goes on)
[11] Cc1oc2cc3oc(=O)c(CCC(=O)NCCCn4ccnc4)c(C)c3cc2c1C
[12] Cc1csc(NC(=O)c2cnccn2)n1
[13] Cc1cnc(C(=O)OCc2ccc(C#N)cc2)cn1
[14] O=C(CCc1ccc(O)cc1)c1c(O)cc(O)cc1O
[15] CC(C)Nc1nc(-c2cccnc2)nc(-c2ccc(Cl)cc2)c1C#N
[16] O=C(COC(=O)CNC(=O)c1ccco1)NCCN1C(=O)CSC1=O
[17] Cc1ccccc1NC(=S)N(CCCN1CCCCC1)Cc1ccco1
[18] CC1CCN(S(=O)(=O)c2ccc(N=NC3=C(O)CC(C)(C)CC3=O)cc2)CC1
[19] Nc1nc(NCC(=O)O)nc(NC2CCCCC2)c1[N+](=O)[O-]
[20] Cc1ccc(C)c(OCCCCn2ccnc2)c1

Compound	11	12	13	14	15	16	17	18	19	20
GSK3A inh	2	-2	-1	9	-3	1	-3	1	15	-2
IEC-6 cytotox	17	4	-1	.	1	8	-3	-10	0	5
DYRK1A inh	2	10	-2	33	-2	2	1	2	-6	-3
aSyn UTR inh	39	-105	10	-10	7	2	13	-30	21	-15
HSF1 inhib	4	6	0	-2	0	9	-6	4	3	0
HSP90 inh	0	4	4	.	-2	-2	1	-1	4	3
KLF5 inh	2	-37	-17	.	-50	7	13	8	-11	-34
HSF1 activator	14	10	0	10	9	1	-12	11	-5	-16
Platelet DG rel	2	1	1	-1	1	-3	-8	-2	5	6
GSK3beta inhib	-1	-2	-1	-7	-3	-1	-22	6	-1	-2

[21] O=C(O)CC(CC(=O)N1CCOCC1)c1ccccc1 (stereo not drawn)
[22] CCOc1ccccc1NC(=O)CC1SC(=N)N(c2ccccc2)C1=O (stereo not drawn)
[23] N#CCC(=O)Nc1ccc(C(=O)NCCc2c[nH]c3ccccc23)cc1
[24] CS(=O)(=O)N1CCC(C(=O)Nc2cc(Cl)cc(Cl)c2)CC1
[25] CC1N/C(=C\C(=O)c2ccccc2)N(O)C1(C)C (stereo not drawn)
[26] CC(=O)Nc1cccc(NC(=O)CS(=O)(=O)c2cn(CC(=O)N3CCCC3)c3ccccc23)c1
[27] COc1ccc(-c2noc(CCC(=O)NCCCN3CCN(c4ccccc4F)CC3)n2)cc1
[28] COc1ccc(NS(=O)(=O)c2cc(NC(=O)[C@@H](NC(N)=O)C(C)C)ccc2C)cc1
[29] FC(F)(F)c1cccc(Sc2nc(-c3ccccc3)nnc2C(F)(F)F)c1
[30] COCCCNC(=O)Nc1ccc(F)cc1F

Compound	21	22	23	24	25	26	27	28	29	30
GSK3A inh	-2	-12	-1	5	-1	0	14	-4	1	3
IEC-6 cytotox	-1	6	2	2	0	-1	5	0	6	-2
DYRK1A inh	-4	.	-2	0	3	-7	-3	19	.	-4
aSyn UTR inh	4	14	-16	20	-124	-14	13	-1	-6	-2
HSF1 inhib	0	.	1	-6	7	-7	-2	-5	5	-3
HSP90 inh	-2	-6	4	4	0	-3	-1	2	1	3
KLF5 inh	-14	-19	-7	-23	-9	-52	-7	-8	20	-41
HSF1 activator	6	.	0	6	8	6	0	-11	-2	-20
Platelet DG rel	1	0	2	3	-6	23	-1	12	0	-7
GSK3beta inhib	1	0	1	-5	2	3	-1	-4	3	-1

[31] COc1ccc(CN2C(=O)c3ccccc3C(/C=N/OCc3ccc(Cl)cc3)C2=O)cc1 (stereo not drawn)
[32] CCCCc1cc(=O)oc2cc(C)cc(OCC(=O)NCC3CCC(C(=O)O)CC3)c12 (stereo not drawn)
[33] CSc1nc(S(=O)(=O)c2ccc(C)cc2)c(Cl)s1
[34] COc1ccc(/C=N/NC(=O)c2[nH]ncc2Br)c(OC)c1
[35] Cc1onc(C(=O)NCc2cccs2)c1[N+](=O)[O-]
[36] CC1CN(c2ccc(Oc3ccccc3)cc2)c2nc3c(c(=O)n(CC(N)=O)c(=O)n3C)n2C1 (stereo not drawn)
[37] Cc1nn(C)c(C)c1/C=N/O
[38] CCOc1cc(/C=C2/NC(=S)NC2=O)ccc1OCc1ccc([N+](=O)[O-])cc1
[39] COc1ccccc1-c1cnn2c(NC3CCCC3)cc(C)nc12
[40] O=C(CSc1nnc(-c2ccncc2)n1CC1CCCO1)Nc1nccs1 (stereo not drawn)

Compound	31	32	33	34	35	36	37	38	39	40
GSK3A inh	0	9	2	6	1	-3	5	2	1	4
IEC-6 cytotox	-2	-4	-1	2	-1	.	-4	5	-2	-2
DYRK1A inh	3	14	.	-3	-6	-1	1	36	0	-4
aSyn UTR inh	10	26	-6	-34	-21	15	6	62*	-182	3
HSF1 inhib	16	1	9	2	-4	-1	-5	17	28	-8
HSP90 inh	-1	-2	2	3	2	.	1	4	6	-2
KLF5 inh	-33	-26	23	-87	-6	.	-36	-5	-149	-6
HSF1 activator	43	20	?	17	-2	10	17	32	?	-13
Platelet DG rel	-14	7	1	20	-8	-12	4	-2	-5	-1
GSK3beta inhib	0	-3	-1	0	-3	1	1	-3	0	3

[41] O=C(COC(=O)c1cc(Cl)ccc1O)c1ccc2c(c1)OCO2
[42] Fc1ccc(COc2ccc(Br)cc2CNCC2CCCO2)cc1 (stereo not drawn)
[43] O=C(CCn1c(=O)c2sccc2n(Cc2cc(=O)n3ccccc3n2)c1=O)NCc1ccco1
[44] CCOc1ccc(CNC(=O)C2CCN(S(=O)(=O)N3CCCC3)CC2)cc1OC
[45] Cn1c(=O)[nH]c2nc[nH]c2c1=O
[46] Cc1cc(Cl)ccc1NC(=O)CSc1nnc(Cc2cccs2)n1Cc1ccco1
[47] COc1ccc(-c2nc(CS(=O)(=O)CC(=O)NCCCN3CCN(C)CC3)c(C)o2)cc1
[48] Cc1ccc(/C=N/NC(=O)Cc2cccn2C)s1
[49] N#CC(c1nc2ccccc2nc1N1CCCC1)S(=O)(=O)c1ccccc1 (stereo not drawn)
[50] Cc1ccc(-c2[nH]ncc2C(=O)c2ccccc2C)c(O)c1

Compound	41	42	43	44	45	46	47	48	49	50
GSK3A inh	-3	0	-1	-3	3	-1	1	-1	1	1
IEC-6 cytotox	.	-3	5	2	.	-4	0	-8	-6	-2
DYRK1A inh	12	1	-2	-2	5	3	-5	-5	6	-1
aSyn UTR inh	-122	-6	7	-9	1	30	0	-30	-22	15
HSF1 inhib	22	4	-3	1	-2	15	-5	9	0	5
HSP90 inh	.	-3	3	1	.	1	0	0	3	1
KLF5 inh	.	9	11	-3	.	3	-2	-20	-19	-18
HSF1 activator	33	26	-4	-6	0	40	-26	-19	-1	-4
Platelet DG rel	2	-2	-4	-5	0	-3	1	-9	5	-4
GSK3beta inhib	1	-5	0	1	2	2	2	1	1	2

[51] CCN(C(=O)c1ccco1)c1nnc(-c2cccnc2)s1
[52] COc1ccc(CCC(=O)OCC(=O)Nc2ccc3[nH]c(=O)[nH]c3c2)cc1
[53] CCN(Cc1ccccc1)C(=O)/C=C/c1ccccc1[N+](=O)[O-]
[54] COc1ccc(NC(=O)c2cc(Br)ccc2Cl)c(OC)c1
[55] CCCC(=O)Nc1cccc(NC(=O)c2ccc3c(c2)OCO3)c1
[56] Cc1cc(C)cc(OCC(=O)NNC(=O)c2cc(C)[nH]n2)c1
[57] Cc1ccc(S(=O)(=O)Nc2ccc(S(=O)(=O)Nc3nccs3)cc2)c([N+](=O)[O-])c1
[58] NC(=O)C[C@@H]1NC(=O)CNC(=O)c2cc([N+](=O)[O-])cc(I)c2NCCC(C(N)=O)NC1=O (stereo partly drawn)
[59] COc1ccc(CN(C)C(=O)CCl)cc1
[60] COc1ccc(NC(=O)CC2C(=O)N(c3ccc(Cl)cc3)C(=S)N2CCc2ccccn2)cc1 (stereo not drawn)
[61] COC(=O)c1ccc2nc(NC(=O)COC(=O)CSc3nc(C)cc(C)n3)sc2c1

Compound	51	52	53	54	55	56	57	58	59	60	61
GSK3A inh	2	0	.	-2	2	0	-1	-2	.	6	-1
IEC-6 cytotox	6	.	2	0	8	-1	-1	-5	3	-10	2
DYRK1A inh	-6	3	3	4	-10	23	3	-2	-1	11	-2
aSyn UTR inh	-137	10	-3	7	32	-3	-3	22	.	-10	-88
HSF1 inhib	15	-3	0	-2	-7	-14	17	-6	.	17	-4
HSP90 inh	-3	.	-1	-3	-1	-2	0	0	-1	0	5
KLF5 inh	-64	.	8	-4	-23	4	-24	10	-3	-3	-43
HSF1 activator	-10	-1	11	-1	0	-10	36	-9	.	40	3
Platelet DG rel	-5	-1	-8	9	-2	15	-1	1	.	1	-8
GSK3beta inhib	0	-4	-4	1	-1	-2	2	-3	.	1	-8

# An excerpt from above, reduced to aSyn UTR inh, DYRK1A inh and GSK3A inh.
no.	SMILES	aSyn UTR inh	DYRK1A inh	GSK3A inh
54	COc1ccc(NC(=O)c2cc(Br)ccc2Cl)c(OC)c1	7	4	-2
55	CCCC(=O)Nc1cccc(NC(=O)c2ccc3c(c2)OCO3)c1	32	-10	2

# An excerpt; rates above refer to the full screens.
